TDP1 block: inhibitors of human tyrosyl-DNA phosphodiesterase TDP1; Potency, µM (doses to about 130 µM), without a hit: top-dose activity change, negative = inhibition, usual class: inhibitors; hit rate 0.28% among 350,000; recombinant TDP1, AlphaScreen DNA substrate cleavage; Q9NUW8; further: nearly all actives have a fitted effect of over 40% in size
Target sequence (Q9NUW8 whole entry, looked up): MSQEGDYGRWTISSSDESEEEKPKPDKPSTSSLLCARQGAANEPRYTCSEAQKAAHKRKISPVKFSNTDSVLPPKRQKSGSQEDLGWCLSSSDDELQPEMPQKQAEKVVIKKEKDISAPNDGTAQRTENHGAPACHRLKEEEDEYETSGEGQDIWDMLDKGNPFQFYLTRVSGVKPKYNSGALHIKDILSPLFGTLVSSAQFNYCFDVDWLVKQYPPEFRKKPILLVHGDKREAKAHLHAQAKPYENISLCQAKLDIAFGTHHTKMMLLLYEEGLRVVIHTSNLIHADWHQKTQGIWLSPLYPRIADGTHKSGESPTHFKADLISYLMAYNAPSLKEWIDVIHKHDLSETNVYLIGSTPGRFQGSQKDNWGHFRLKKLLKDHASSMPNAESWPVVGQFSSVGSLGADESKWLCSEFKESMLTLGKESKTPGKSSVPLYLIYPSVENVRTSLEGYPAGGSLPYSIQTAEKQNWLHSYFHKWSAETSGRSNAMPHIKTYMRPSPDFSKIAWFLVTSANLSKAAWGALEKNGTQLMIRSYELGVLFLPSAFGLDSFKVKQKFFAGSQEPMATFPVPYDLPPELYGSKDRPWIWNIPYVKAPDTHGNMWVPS
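AlphaScreen read-out: signal falls as enzyme removes the 3' tyrosine-FITC from a 5'-biotinylated DNA oligo (15 nM, 5 min, RT). Enzyme was E. coli-made recombinant Tdp1 at 1 nM, exposed to compound for 15 min beforehand; beads 10 ug/ml, 10 min.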
TDP1 cell noCPT: qHTS for Inhibitors of human tyrosyl-DNA phosphodiesterase 1 (TDP1): qHTS in cells in absence of CPT. hit rate 15% among 420,000. Potency, µM (titrated, usually from 46.2 µM), inactives show top-dose activity change, negative = growth inhibition, most hits filed as inhibitors. DT40 Tdp1-/- hTDP1 cells, no CPT, ATP luminescence, 48 h. AID 686978, 2013; further: nearly all actives have a fitted effect of over 55% in size
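A cellular qHTS used chicken DT40 cells lacking endogenous Tdp1 but carrying stably transfected human TDP1. Compounds were applied without camptothecin, and cell growth kinetics were judged by ATP-dependent luminescence after ≥48 hr.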
TDP1 cell CPT: DT40-hTDP1 cell growth loss with CPT; chicken DT40 Tdp1-/-;hTDP1 cells + 20 nM CPT, ATP luminescence, 48 h; Potency, µM (series often up to 46.2 µM), without a hit: top-dose activity change, negative = growth inhibition, most hits filed as inhibitors; hit rate 12% among 420,000; further: nearly all actives have a fitted effect of over 55% in size
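Chicken DT40 Tdp1-/- cells complemented with human TDP1, 400 cells/well, exposed to compounds plus 20 nM camptothecin for at least 48 h at 37 C; viability read as ATP content by CellTiter-Glo luminescence.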
The depositor's hits bear a star; ? = inconclusive; · = not tested or not shown; [ ] = dose if it differs, or a comment. The call rests on the fitted dose curve; in most records, active means well fitted curve in the direction sought with a large enough effect; inconclusive means small, poorly fitted or top-dose-only effect, or another doubt; inactive means no such curve, though single readings can be large; an effect the other way counts as inactive or inconclusive. On the % scale 0 is the no-effect control and ±100 the full control effect; potency means the concentration at half of the fitted maximal effect.

Structure,TDP1 block,TDP1 cell CPT,TDP1 cell noCPT
CCOc1ccc(/C=N/NC(=O)C2CC2)c(OCC)c1,3%,0%,2%
COC(=O)c1ccc(CN2CCN(CCCc3ccccc3)C(CCO)C2)cc1 (centres undefined),0%,?,?
Cc1ccc(N(CC(=O)Nc2ccc3c(c2)OCCO3)S(C)(=O)=O)cc1,0%,2%,-28%
COc1ccc(NS(=O)(=O)c2cc(NC(=O)CCc3ccccc3)ccc2N2CCOCC2)cc1,·,?,-22%
COc1ccc(CCN2CC(C(=O)NCc3c(C)n[nH]c3C)CCC2=O)cc1 (centres undefined),2%,-1%,0%
CCOC(=O)c1c(NC(=O)c2ccoc2C)sc(C)c1C,4%,-9%,21µM*
COc1ccc([N+](=O)[O-])cc1NC(=O)C(C)OC(=O)c1ccccc1C(=O)c1ccc(Cl)cc1 (centres undefined),3%,-6%,?
O=C(NCCc1ccc(C(F)(F)F)cc1)c1ccc2c(c1)OCO2,0%,-5%,8%
CC(C)c1ccc(NC(=O)C(c2ccccc2)N2CCOCC2)cc1 (centres undefined),5%,-25%,?
CN(CC(=O)Nc1cccc(C(F)(F)F)c1)C1=NS(=O)(=O)c2ccccc21,0%,-25%,-13%
N/C(=N\OC(=O)c1ccco1)c1ccc(Br)cc1,-4%,-24%,-26%
CCOC(=O)C1CCCN(S(=O)(=O)c2cc(-c3cc(C)no3)ccc2OC)C1 (centres undefined),6%,?,?
CCOc1ccc(CONS(=O)(=O)c2ccc(NC(C)=O)cc2)cc1Cl,8%,?,9.2µM*
CCN(Cc1ccncc1)C(=O)c1cc(COc2c(C)cccc2C)on1,2%,12µM*,?
CCCc1ccc2oc(C(=O)N(Cc3ccncc3)CC3CCCO3)c(C)c2c1 (centres undefined),-15%,?,18µM*

Some of the entries above in a different format:
Values in the order – TDP1 block, TDP1 cell CPT, TDP1 cell noCPT
N/C(=N\OC(=O)c1ccco1)c1ccc(Br)cc1
 : -4%, -24%, -26%
CCOC(=O)C1CCCN(S(=O)(=O)c2cc(-c3cc(C)no3)ccc2OC)C1 (centres undefined)
 : 6%, ?, ?

More records follow:
Structure,TDP1 block,TDP1 cell CPT,TDP1 cell noCPT
Cc1cc(C)cc(N2C(=O)CSC23C(=O)N(CC(=O)NCCc2ccccc2)c2ccccc23)c1 (centres undefined),-4%,?,?
CC1(NC(=O)NCCCCCCNC(=O)NC2(C)CCS(=O)(=O)C2)CCS(=O)(=O)C1 (centres undefined),·,6%,1%
Cc1ccc(C(=O)Nc2ccnc(-c3cccnc3)n2)cc1,0%,?,?
Cc1ccc(S(=O)(=O)n2c(CN3CCCC(C)C3)nc3ccccc32)cc1 (centres undefined),-7%,2%,-23%
CC(N)(C(=O)O)c1ccc(-c2nn[nH]n2)cc1 (centres undefined),-1%,-22%,-9%
Cc1ccc(S(=O)(=O)O)cc1C,17%,-5%,1%
C[C@@H]1CCC[C@]2(O[C@H](CCO)C[C@H](O)[C@H]2O)O1,-5%,-15%,21%
CC1=C(C#N)C(c2ccoc2)C(C(=O)OCc2ccccc2)=C(N)S1 (centres undefined),1%,-26%,26µM*
O=C(NCCCN1CCCC1)c1cc2c(Cl)nc3ccccc3c2s1,-7%,15µM*,12µM*
COc1ccc(NC(=O)c2onc(C)c2Cl)cc1,1%,-8%,?
CCOC(=O)CC1(NC(=O)c2cc(COc3c(F)cccc3F)on2)CCCCC1,-7%,12µM*,8.2µM*
COc1ccc(N2CCN(C(CNC(=O)C(=O)NCCCn3ccnc3)c3ccco3)CC2)cc1 (centres undefined),5%,-10%,17%
O=C(C1=C[C@H](c2ccc(C(F)(F)F)cc2)C[C@H](OCCCCO)O1)N1CCN(Cc2ccc3c(c2)OCO3)CC1,5%,?,?
CC[C@H](C)[C@@H]1NC(=O)c2cc([N+](=O)[O-])cc(I)c2SC[C@@H](C(N)=O)NC(=O)[C@H](CCCCN)NC1=O,-5%,-9%,?
CCOC(=O)c1c(P(=O)(N2CCOCC2)N2CCOCC2)noc1N,0%,-7%,-4%

Other compounds.
Structure,TDP1 block,TDP1 cell CPT,TDP1 cell noCPT
CCOc1ccc(N2CC(C(=O)NCc3ccc(C)n3C)CC2=O)cc1 (centres undefined),-3%,1%,-1%
COc1ccc(-c2n[nH]c(C)c2-c2cnn(-c3ccccc3)c2)c(O)c1C,4%,-15%,?
Cc1cc(C(=O)O)cc(S(=O)(=O)NNC(=O)c2cccs2)c1C,·,-14%,30%[activator]
Cc1ccc(C)c(CN2C(=O)C3(c4ccccc42)N(c2ccc(Cl)cc2)C(=O)CS3(=O)=O)c1 (centres undefined),1%,?,?
O=S(=O)(Nc1ccccn1)c1cccc(S(=O)(=O)c2ccc(Cl)cc2)c1,0%,3%,-14%
C=CCC(CC=C)(CNC(=O)C(=O)Nc1cc(C)ccc1OC)c1ccc(OC)c(OC)c1,-2%,8.2µM*,16µM*
N/C(=N\OC(=O)CCCOc1ccccc1)c1cccc([N+](=O)[O-])c1,11%,15%,-11%
O=C1c2ccccc2NC(c2ccccc2Cl)N1N=C1CCCCCC1 (centres undefined),5%,?,?
Cn1ncc(Br)c1C(=O)Nc1cccc(C(F)(F)F)c1,·,-28%,-18%
CCOc1ccccc1Nc1nnc(SCC(=O)NC(Cc2c[nH]c3ccccc23)C(=O)O)s1 (centres undefined),1%,-3%,-2%
CCN(CC)CCCNC(=O)Cn1c(-c2cccs2)cc2cc(Cl)ccc21,6%,?,21µM*
O=C(NC1CCN(C(=S)NCc2ccco2)CC1)NC12CC3CC(CC(C3)C1)C2,1%,?,?
CCOc1ccc(NCc2ccccc2OCc2cccc(F)c2)cc1,4%,?,?
CC(=O)N1CCN(Cc2cc(=O)oc3cc(C)c(C)cc23)CC1,·,-9%,1%
O=C(Nc1cccc2ncccc12)c1cccnc1,0%,-11%,-22%

4 of the compounds above, with each value named:
N/C(=N\OC(=O)CCCOc1ccccc1)c1cccc([N+](=O)[O-])c1
  TDP1 block = 11% | TDP1 cell CPT = 15% | TDP1 cell noCPT = -11%
O=C1c2ccccc2NC(c2ccccc2Cl)N1N=C1CCCCCC1 (centres undefined)
  TDP1 block = 5% | TDP1 cell CPT = ? | TDP1 cell noCPT = ?
Cn1ncc(Br)c1C(=O)Nc1cccc(C(F)(F)F)c1
  TDP1 block = · | TDP1 cell CPT = -28% | TDP1 cell noCPT = -18%
CCOc1ccccc1Nc1nnc(SCC(=O)NC(Cc2c[nH]c3ccccc23)C(=O)O)s1 (centres undefined)
  TDP1 block = 1% | TDP1 cell CPT = -3% | TDP1 cell noCPT = -2%

Further results follow.
Structure,TDP1 block,TDP1 cell CPT,TDP1 cell noCPT
O=[N+]([O-])c1ccc(N=NN(CCO)CCO)cc1,-5%,-14%,-8%
CCOC(=O)[C@H]1[C@H]2COc3ccc(Cl)cc3[C@@H]2N2C(=O)c3cc(OC)ccc3NC(=O)[C@@]12C,0%,?,23µM*
C/C(=N/NC(=O)c1cccs1)c1ccc(N2CCOCC2)cc1,6%,-18%,-10%
S=c1[nH]nc(-c2ccccn2)n1/N=C/c1cccc(Cl)c1,-2%,-14%,-11%
O=C(COC(=O)CCCc1c[nH]c2ccccc12)Nc1ccc2c(c1)OCO2,12%,-5%,-9%
O=C(NCCNc1ccc([N+](=O)[O-])cc1C(F)(F)F)c1ccccc1F,3%,?,?
Cc1ccc(C)c(N2CCN(C(=O)CCC(=O)Nc3nnc(C(F)(F)F)s3)CC2)c1,3%,?,4%
O=C(C1=NNC2C(=O)N(c3ccccc3)C(=O)C12)c1nc(Cl)ccc1Cl (centres undefined),5%,15%,-11%
Brc1cccc(OCCCN2CCCCCC2)c1,-8%,-14%,?
CC(c1ccccc1C(=O)O)c1cc(F)cc2ccccc12 (centres undefined),·,-4%,?
Cc1ccc(C(=O)c2c[nH]cc2-c2ccccc2)cc1,-1%[56.1 µM],0%,-2%
CCOc1c2ccc(C(=O)NCC34CC5CC(CC(C5)C3)C4)cc2nn1CC,-2%,29µM*,16µM*
COc1ccc(CNCCCSc2ncccn2)cc1OC,·,1%,-18%
CC(=O)N1CCN(C(=O)CCc2nc3ccccc3c(=O)[nH]2)CC1,5%,?,8%
COc1ccc(CN2CCC[C@]3(N[C@H](c4ccccc4)[C@@H]4C(=O)N(C)C(=O)[C@@H]43)C2=O)cc1,·,4%,-25%

Additional results follow:
Structure,TDP1 block,TDP1 cell CPT,TDP1 cell noCPT
Cc1ccccc1OCCC(=O)OCC(=O)Nc1ccc(C(N)=O)cc1,3%,-15%,?
COC(=O)c1sccc1-n1cccc1C(=O)NCc1ccccc1,-5%,0%,-15%
COc1cc(C2c3c([nH]c(=O)[nH]c3=O)Nc3ccc4ccccc4c32)cc(OC)c1OC (centres undefined),·,0%,-22%
c1ccc2c(c1)oc1c(Nc3ccc(CN4CCOCC4)cc3)ncnc12,3%,?,15µM*
COc1ccc(Cl)cc1NC(=O)N1CCC(CN2CCc3ccccc3C2)CC1,2%,?,?
CSCCC(NC(=O)COc1ccccc1)C(=O)N(C)Cc1ccc(F)cc1 (centres undefined),3%,?,?
Cc1cccc(NC(=O)CSc2ncc(-c3ccc(Br)cc3)[nH]2)c1,2%,23µM*,?
O=[N+]([O-])c1ccc(Cl)c2cccnc12,1%,-26%,?
CCc1ccc2occ(CC(=O)Nc3c(C(=O)c4ccc(F)cc4)oc4ccccc34)c2c1,-9%,-24%,?
Cc1cc(NC(=O)c2ccccc2Cl)n(C(C)(C)C)n1,6%,-8%,6%
O=C(CCn1c(=S)[nH]c2ccccc2c1=O)NCCc1ccccc1,2%,-1%,-17%
CC(=O)N1Cc2cc(N)ccc2Oc2ccccc21,5%,0%,-7%
C=CCNC(=O)c1cnn(-c2ccccc2)c1-c1ccccc1,·,-3%,?
C/C(CC(=O)Nc1ccc(Cl)cc1)=N\NC(=O)C(=O)NCCO,-1%,22%,-17%
COc1ccc(CCn2ccc(O)c(Cc3ccc(Cl)cc3)c2=O)cc1OC,4%,-17%,-8%

The listing continues.
Structure,TDP1 block,TDP1 cell CPT,TDP1 cell noCPT
Cc1occc1C(=O)Nc1nnc(-c2cccs2)s1,5%,40%[activator],-15%
Cc1ccc(CN2C(=O)CSC2c2ccccc2F)cc1 (centres undefined),·,?,-9%
O=C(CSc1nc(-c2ccccc2)cc(=O)[nH]1)N1CCc2ccccc21,-1%,21µM*,16µM*
C=CCN(c1ccccc1OC)S(=O)(=O)c1cccc(C(=O)NCC(c2ccc(OC)cc2)N2CCCC2)c1 (centres undefined),·,3.7µM*,7.3µM*
CCCc1ccc(C(=O)COC(=O)CN2C(=O)NC3(CCCCC3C)C2=O)cc1 (centres undefined),1%,-22%,13%
CC(=O)N(c1ccc(C(F)(F)F)cc1)S(=O)(=O)c1ccc(N2C(=O)CCC2=O)cc1,1%,-22%,10%
COc1cccc(/C=C/c2ccc3cccc(O)c3n2)c1,·,?,7.3µM*
COc1ccc(CCNC(=O)CN(c2ccc(OC)c(OC)c2)S(C)(=O)=O)cc1OC,5%,-10%,1%
CC(=O)c1cccc(OCC(=O)Nc2ccccc2N2CCOCC2)c1,?,18µM*,?
CC1CCN(C(=S)NC(=O)c2ccccc2)CC1,5%,?,?
COc1ccc(C(=O)NNC(=S)NC(=O)c2ccc(Cl)cc2)cc1,·,?,23µM*
C[C@@H](NC(=O)[C@@H]1Cc2ccccc2CN1)C(=O)Nc1ccc2c(c1)OCO2,·,13%,6%
COc1ccc(OC)c(S(=O)(=O)NCc2ccccn2)c1,2%,-2%,-2%
O=c1c(S(=O)(=O)c2cccc(Cl)c2)cn(Cc2ccccc2)c2cc(N3CCCCC3)c(F)cc12,-4%,4%,-6%
Cc1ccc(C(=O)NCC(=O)OCC(=O)c2c(N)n(C)c(=O)n(C)c2=O)s1,-6%,2%,-7%

The results go on.
Structure,TDP1 block,TDP1 cell CPT,TDP1 cell noCPT
O=C(N/N=C/c1cccnc1)C12CC3CC(CC(C3)C1)C2,2%,8%,-3%
COc1ccccc1Cc1c(-c2ccc(F)cc2)nc2ccc(Cl)cn12,·,?,?
CC(C)=CCCC(C)=CCN1C(=O)CN(C)C1=O,·,?,?
O=C1C2CC=C(Cl)CC2C(=O)N1CCCCCCN1C(=O)C2CC=C(Cl)CC2C1=O (centres undefined),·,?,?
CCc1nnc(NC(=O)c2ccc(COc3ccccc3C)o2)s1,·,8%,-3%
COc1ccc(OC)c(C(=O)Cn2nnc3ccccc3c2=O)c1,8%,0%,-15%
Cc1ccc(S(=O)(=O)CC(=O)N2CCCC2)cc1,-5%,17%,-5%
O=C(CSc1nc2ccc(Cl)cc2[nH]1)NCc1ccco1,6%,-22%,?
c1ccc(-c2cccc(N3CCCC4(CCNCC4)C3)c2)cc1,·,12µM*,21µM*
